GC-B act: GC-B (human) receptor activation. P20594. 0.11% of 370,000 active. AID 1920062. HEK293-GC-B cells, CNP EC30, cGMP TR-FRET; 0% at EC30 CNP, 100% saturating CNP. activation, % at 10 µM;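 active = activation at 10 µM reaching about 35% in either raw or pattern-adjusted values, limit read from the data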
TCR-CD3 inh: blocks the human TCR-CD3 interaction; inhibition, % at 9.4 µM; 0.37% of 360,000 active; TAMRA-labeled TCR probe fluorescence, biochemical; in the data active = inhibition above about 19%;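 also: recombinant mutant TCR 2C K166C tagged with TAMRA read by polarization; 0% = receptor in buffer alone and 100% = receptor with positive control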
mABHD4 FP: ABHD4 (mouse) inhibition, primary FP screen; Q8VD66; purified mABHD4, FP-Rh probe fluorescence polarization; inhibition, % at 8.92 µM; 0.54% of 370,000 active;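 active = inhibition exceeding the mean over every tested compound plus 3 SD, cut at about 30% in these data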;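 also: 0% = plate median of compound wells and 100% = S159A mutant with DMSO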
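system = mouse ABHD4 enzyme, wild type | medium = HEPES pH 7.0, NaCl, Pluronic buffer | also added = FP-Rh probe | incubation = Enzyme–compound pre-incubation 45 min, then probe 60 min, both 25 °C | technique = fluorescence polarization, excitation 525 nm, emission 598 nm, BODIPY TMR filters | controls = S159A mutant high control, sample median low control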
PRMT1 FP inh: inhibitors of human PRMT1. recombinant PRMT1, activity-based probe fluorescence polarization. inhibition, % at 2.79 µM. 1.3% of 370,000 active. Q99873;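 active = inhibition above about 21% made by adding two undisclosed values, limit read from the data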
SIAE inh: human SIAE inhibition, primary screen. 0.69% of 370,000 active. SIAE FP-Rh probe binding, fluorescence polarization. inhibition, % at 9.66 µM. Q9HAT2;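 active = inhibition above a cutoff: mean of compounds within the control limits plus 3 SD of those, cut at about 17% in these data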;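 also: 0% = plate median of compound wells and 100% = probe without SIAE protein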
GC-A act: GC-A (human) enzyme activation | activation, % at 10 µM | P16066 | 0.14% of 370,000 active | AID 1671463 | HEK293 GC-A cells, cGMP TR-FRET, EC30 ANP; 0% at EC30 ANP, 100% saturating ANP; in the data active = activation above about 40%
MBD2 DNA inh: MBD2-methylated oligo binding inhibition; TR-FRET, MBD2 binding to methylated oligonucleotide; inhibition, % at 4.4 µM; 0.31% of 370,000 active; in the data active = inhibition above about 13%
Target sequence (Q9UBB5 whole entry, looked up): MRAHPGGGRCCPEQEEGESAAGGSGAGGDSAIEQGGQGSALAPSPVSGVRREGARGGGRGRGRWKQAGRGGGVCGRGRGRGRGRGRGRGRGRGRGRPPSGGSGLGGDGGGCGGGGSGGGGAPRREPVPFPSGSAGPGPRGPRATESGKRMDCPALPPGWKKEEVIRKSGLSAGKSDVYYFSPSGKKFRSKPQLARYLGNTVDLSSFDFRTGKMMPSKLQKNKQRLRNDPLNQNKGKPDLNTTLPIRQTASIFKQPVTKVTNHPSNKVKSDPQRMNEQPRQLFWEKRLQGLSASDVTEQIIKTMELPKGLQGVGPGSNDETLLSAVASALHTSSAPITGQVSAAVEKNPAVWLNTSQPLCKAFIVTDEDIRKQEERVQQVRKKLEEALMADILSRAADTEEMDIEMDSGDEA
HTRA1 inhibitor: HTRA1 (human) protease inhibition | Q92743 | recombinant HTRA1, FP-rhodamine activity-based probe, fluorescence polarization | AID 504803 | inhibition, % at 5.96 µM | 0.5% of 340,000 active; in the data active = inhibition above about 36%;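 also: 0% = enzyme with DMSO and 100% = wells lacking enzyme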
Target sequence (Q92743 whole entry, looked up): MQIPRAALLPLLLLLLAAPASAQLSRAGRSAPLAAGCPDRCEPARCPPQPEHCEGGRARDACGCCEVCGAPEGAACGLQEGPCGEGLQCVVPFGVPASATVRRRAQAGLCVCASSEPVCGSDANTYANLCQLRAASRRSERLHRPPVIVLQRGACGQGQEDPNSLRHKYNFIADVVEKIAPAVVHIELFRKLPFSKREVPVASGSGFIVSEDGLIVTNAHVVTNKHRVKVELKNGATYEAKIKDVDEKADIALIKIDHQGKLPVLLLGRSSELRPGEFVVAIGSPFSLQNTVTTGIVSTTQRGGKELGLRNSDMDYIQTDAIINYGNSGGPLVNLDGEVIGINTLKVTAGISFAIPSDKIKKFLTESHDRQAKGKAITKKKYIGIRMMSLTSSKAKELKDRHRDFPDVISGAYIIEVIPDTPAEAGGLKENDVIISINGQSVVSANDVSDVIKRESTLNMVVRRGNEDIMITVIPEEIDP
UHRF1 binding: human UHRF1 methylated DNA binding inhibitors. UHRF1 binding to methylated oligo, TR-FRET. inhibition, % at 4.4 µM. 0.75% of 370,000 active. AID 687016; in the data active = inhibition above about 21%;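 also: UHRF1 SRA domain binding a hemimethylated CpG hairpin DNA probe; 0% = median of test compound wells and 100% = reference inhibitor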
rCAG binder: binds r(CAG) RNA repeats; r(CAG) RNA repeat, TO-PRO-1 dye displacement fluorescence; inhibition, % at 3 µM; 1.3% of 370,000 active;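 active = inhibition above the plate cutoff, the mean of all test compounds on that plate plus 3 SD, cut at about 35% in these data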;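 also: 0% = DMSO alone and 100% = 100 µM mitoxantrone as full dye displacement; higher means more dye released from RNA so lower well fluorescence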
An asterisk follows results filed as active; nt = no result given. The list is partial. The share of hits here may be higher or lower than overall.

SMILES	GC-B act	TCR-CD3 inh	mABHD4 FP	PRMT1 FP inh	SIAE inh	GC-A act	MBD2 DNA inh	HTRA1 inhibitor	UHRF1 binding	rCAG binder
O=S(=O)(c1ccc(F)cc1)N1CCn2c(nc3ccccc32)C1	-5	-10	1	-4	-2	-4	0	2	3	4
CCOc1ccc(S(=O)(=O)N2CCCC(C(=O)NCC3CCCO3)C2)cc1Cl (centres undefined)	5	7	2	2	-2	0	-5	-5	83*	-4
COc1cccc(S(=O)(=O)Nc2ccc3c(c2)OCCO3)c1	-4	2	-5	-2	2	-5	2	3	1	7
CSc1nc(-c2ccccc2)nn1C(=O)c1ccco1	3	0	0	-1	-9	1	-2	2	0	-1
O=C(COC(=O)[C@H](Cc1ccccc1)N1C(=O)c2ccccc2C1=O)Nc1ccc2c(c1)OCO2	-2	-1	-4	0	-8	-6	4	-30	2	1
COc1ccc(N2CCN(Cc3cc(OC)c(O)c([N+](=O)[O-])c3)CC2)cc1	-7	-8	11	4	2	0	-13	2	-5	2
CC(NC(=O)Nc1ccccc1)C(c1cccs1)N1CCN(c2ccccc2)CC1 (centres undefined)	6	-5	1	0	-2	3	0	-2	1	1
Cc1cc(C)cc(NC(=S)/C(=C(\[O-])c2ccc(Cl)cc2Cl)[n+]2ccccc2)c1	-3	-7	-12	6	-11	3	8	-12	5	8
Cc1ccc(Cn2c(/C=C/c3ccco3)nc3ccccc32)cc1	11	-11	-14	7	2	28	1	-17	1	5
O=C(NCCSCc1ccco1)c1ccc(CN2CCOCC2)cc1	3	5	-1	2	-4	-2	0	2	-1	-4
O=c1c2ccccc2nc(SCc2nnc(-c3ccccc3Br)o2)n1Cc1ccco1	0	6	-15	69*	-7	-7	-5	-32	-3	6
O=C(COC(=O)c1cc([N+](=O)[O-])ccc1N1CCOCC1)c1ccc(F)cc1	0	7	-1	2	4	5	-5	-4	-1	0
CC(C)NC(=O)c1cc2ccccc2o1	-1	-1	5	-1	1	5	1	4	-1	4
Cc1cc(Nc2cccc(C)c2C)n2nc(C)nc2n1	3	-11	4	4	4	1	-1	-3	1	-1
CCCC(NCC(O)COc1ccc(-c2ccccc2)cc1)c1ccccc1 (centres undefined)	2	-2	19	-9	-7	-6	0	-28	-1	-3
CCOc1cc(C)nc(Oc2ccc(=O)[nH]n2)n1	-4	0	2	0	0	-1	-1	2	15	1
O=c1[nH]cncc1OCc1ccccc1	-5	-4	-1	-1	4	1	-5	7	4	1
CCn1c(SCC(=O)Nc2ccc(C)cc2)nnc1-c1ccc(O)cc1	-7	1	1	-2	-2	-5	5	-5	-2	0
Nc1ccc(N2CCOCC2)c(S(=O)(=O)Nc2cc(Cl)ccc2Cl)c1	1	2	6	-1	2	-4	-3	7	2	23
COc1ccc(OC)c(NC(=O)CN(C)S(=O)(=O)c2ccc3nc(C)sc3c2)c1	2	-1	7	5	2	0	4	-1	2	-4

Fetched one by one from above:
SMILES	GC-B act	TCR-CD3 inh	mABHD4 FP	PRMT1 FP inh	SIAE inh	GC-A act	MBD2 DNA inh	HTRA1 inhibitor	UHRF1 binding	rCAG binder
Cc1cc(C)cc(NC(=S)/C(=C(\[O-])c2ccc(Cl)cc2Cl)[n+]2ccccc2)c1	-3	-7	-12	6	-11	3	8	-12	5	8
CC(C)NC(=O)c1cc2ccccc2o1	-1	-1	5	-1	1	5	1	4	-1	4
O=c1c2ccccc2nc(SCc2nnc(-c3ccccc3Br)o2)n1Cc1ccco1	0	6	-15	69*	-7	-7	-5	-32	-3	6
COc1cccc(S(=O)(=O)Nc2ccc3c(c2)OCCO3)c1	-4	2	-5	-2	2	-5	2	3	1	7
Nc1ccc(N2CCOCC2)c(S(=O)(=O)Nc2cc(Cl)ccc2Cl)c1	1	2	6	-1	2	-4	-3	7	2	23
COc1ccc(OC)c(NC(=O)CN(C)S(=O)(=O)c2ccc3nc(C)sc3c2)c1	2	-1	7	5	2	0	4	-1	2	-4
CC(NC(=O)Nc1ccccc1)C(c1cccs1)N1CCN(c2ccccc2)CC1 (centres undefined)	6	-5	1	0	-2	3	0	-2	1	1

Next results:
SMILES	GC-B act	TCR-CD3 inh	mABHD4 FP	PRMT1 FP inh	SIAE inh	GC-A act	MBD2 DNA inh	HTRA1 inhibitor	UHRF1 binding	rCAG binder
CCOc1ccc(CCN2C(=S)N([C@@H](Cc3ccc(O)cc3)CN3CCC[C@@H]3CN3C(=S)NC[C@@H]3CC(C)C)C[C@@H]2Cc2ccc(O)cc2)cc1	1	7	-33	-4	-28	-3	-4	nt	-1	12
CCc1cccc(C)c1NS(=O)(=O)c1cccs1	-6	-1	-2	-2	-5	2	-2	-11	-2	2
N=c1oc2ccccc2cc1C(=O)N/N=C/c1ccccc1	-5	-3	-1	0	-1	-10	0	-3	-5	4
Cc1ccc(C(=O)Nc2ncccc2S(=O)(=O)c2ccccc2)cc1	5	0	5	2	3	12	0	10	1	-2
COc1ccc(CNC(=O)C[C@H]2C[C@H](C(=O)N(C(C)C)C(C)C)[C@@]3(C)c4[nH]c5cc(-c6ccco6)ccc5c4CCN3C2=O)cc1OC	-2	7	-10	5	2	-6	-3	-2	0	5
O=C(CC1C(=O)NCCN1Cc1c(F)cccc1Cl)NCCCn1ccnc1 (centres undefined)	1	4	1	0	-12	0	3	10	14	-7
COc1ccccc1CNC(=O)CSCc1cnn(-c2ccccc2)c1-n1cccc1	-10	-6	-1	0	1	-9	-7	-29	-4	-3
C=C(C)CNC(=S)N/N=C/C1=CCC2CC1C2(C)C (centres undefined)	6	2	2	2	6	2	-1	-18	-5	1
CCC(=O)N1CCc2cc(Br)c(S(=O)(=O)NCCCN(CC)Cc3ccccc3)cc21	-7	nt	-1	-3	1	-1	2	nt	-1	5
O=C(/C=C/c1ccc(Br)cc1)NCCCn1ccnc1	-6	-1	0	-3	-3	-1	1	6	-1	0
COc1ccc(-n2nc(C(=O)NCC(=O)N3CCN(c4ccc(F)cc4)CC3)c3ccccc3c2=O)c(OC)c1	-2	1	3	4	-2	-3	2	-12	-1	2
N#Cc1ccc(NCC(=O)Nc2ccc(S(=O)(=O)N3CCCCC3)cc2)cc1	3	1	-5	-1	-8	-2	0	-14	0	7
Cc1cc(N2CCN(S(=O)(=O)c3ccccc3)CC2)nc2c(C)cccc12	-3	-3	-13	0	1	0	2	-18	3	4
CCOC(=O)c1sc(Nc2ccccc2)nc1C	-6	4	-2	1	5	13	3	-8	-1	-3
O=C(Nc1ccc(S(=O)(=O)NCC2CCCO2)cc1)c1cccc(F)c1 (centres undefined)	-4	-1	-5	-2	-6	-6	-6	-7	-1	4
COc1ccc2ccc(=O)oc2c1CC(=O)C(C)C	-1	7	4	-1	-5	7	-1	-5	-2	-2
CC(C)(C)OC(=O)NCC12C=CC(O1)C1C(=O)N(Cc3ccccc3)C(=O)C12 (centres undefined)	7	5	3	47*	-5	0	1	6	1	-7
CCN(Cc1ccncc1)Cc1nc(-c2ccc(C(=O)OC)cc2)no1	1	9	-4	-1	-3	-2	-3	-6	-1	-6
CCc1ccc(NC(=O)CSc2nnnn2-c2cccnc2)cc1	-1	-5	-7	1	-7	-2	-4	3	1	2
CCN=c1scc(C)n1/N=C/c1cc(Br)c(O)c(Br)c1	0	3	55*	-5	12	-3	-4	27	-2	36*
CC(=O)NNC(=O)c1cc2sccc2s1	11	-2	3	0	-1	-1	2	11	-1	-1
O=C(CC(c1ccccc1)c1ccccc1O)NCCc1ccccc1 (centres undefined)	-1	-7	-1	0	5	-11	-1	-8	1	1
O=C(Nc1ccccc1F)Nc1ccccc1OC(F)F	-1	2	2	-1	-2	2	6	10	-1	0
CC(=O)c1cccc(-c2ccnc3c2CC(C(=O)NCc2ccccc2)O3)c1 (centres undefined)	7	-4	1	3	1	2	-1	nt	-2	0
CC(=O)N1CCCc2cc(S(=O)(=O)N(CC(C)C)CC(C)C)ccc21	-1	-1	12	-3	0	1	2	1	1	-9
Cc1ccc(C(=O)N/C(=C\c2cccs2)C(=O)NCCCn2ccnc2)cc1C	2	3	-3	1	-3	0	9	1	2	0
Cc1cc(C)cc(OCCNC(=O)C(C)N2C(=O)c3ccccc3C2=O)c1 (centres undefined)	-3	7	1	-7	-1	2	-5	-5	-1	-4
Cc1cccc(OCCCC(=O)Nc2ccccc2C(F)(F)F)c1	0	6	-1	-1	-2	-2	-4	-17	1	-6
C[C@@H]1CN(Cc2nc(-c3cccs3)no2)C[C@H](C)O1	3	6	1	3	9	1	-3	3	0	-2
CCc1noc(C)c1C(=O)Nc1cccc2ncccc12	0	-8	10	1	3	4	-2	-1	-4	-2
O=C(CSc1nc(-c2ccc(Cl)cc2)cs1)Nc1cccc([N+](=O)[O-])c1	-8	16	-40	-2	-98	4	5	-92	1	14
Cc1cccc(C)c1NC(=O)C1(C)CN(S(C)(=O)=O)CC(=O)N1Cc1cccs1 (centres undefined)	4	9	1	-5	-8	-2	3	nt	-1	2
Cn1c(=O)c2c(nc(Oc3ccc(-c4ccccc4)cc3)n2C)n(C)c1=O	-4	1	2	0	2	-4	1	2	-2	-2
COc1ccc(CNC(=O)C2CC(c3ccc(F)cc3)=NO2)cc1 (centres undefined)	-2	6	-3	-1	-1	-5	-6	5	-6	-1
O=C(CCNS(=O)(=O)c1ccc(Br)cc1)NCc1ccc(Cl)cc1	-4	3	1	-1	-5	3	0	-3	2	2
COc1ccc(Cn2ccc3ccc(-c4ccc5ccn(Cc6ccccc6C)c5c4)cc32)cc1	0	nt	8	5	2	-4	-1	nt	-1	15
Cc1cc(Nc2ccccc2)n(-c2ccc(Br)cc2)n1	-4	6	-3	-1	6	-2	-4	-15	0	-3
C/C(=C/C(=O)O)C(=O)Nc1cccc(C(F)(F)F)c1	2	2	2	2	-2	0	-1	-1	1	2
COc1cc(SC)ccc1C(=O)Nc1ccccc1	-6	-7	-8	6	-5	-4	3	-15	3	-2

Compound activity from PubChem.
